Source: PubChem BioAssay (several laboratories)
STK33 kinase inh: human STK33 kinase inhibition | AID 2661 | 320,000 compounds, 0.073% hits | Q9BYT3 | inhibition, % at 10 µM | purified STK33, MBP phosphorylation, ADP-Glo luminescence;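 active = inhibition at or above 25%, using the most active replicate where run in duplicate; inactive = inhibition below 25%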
Target sequence (Q9BYT3 whole entry, looked up): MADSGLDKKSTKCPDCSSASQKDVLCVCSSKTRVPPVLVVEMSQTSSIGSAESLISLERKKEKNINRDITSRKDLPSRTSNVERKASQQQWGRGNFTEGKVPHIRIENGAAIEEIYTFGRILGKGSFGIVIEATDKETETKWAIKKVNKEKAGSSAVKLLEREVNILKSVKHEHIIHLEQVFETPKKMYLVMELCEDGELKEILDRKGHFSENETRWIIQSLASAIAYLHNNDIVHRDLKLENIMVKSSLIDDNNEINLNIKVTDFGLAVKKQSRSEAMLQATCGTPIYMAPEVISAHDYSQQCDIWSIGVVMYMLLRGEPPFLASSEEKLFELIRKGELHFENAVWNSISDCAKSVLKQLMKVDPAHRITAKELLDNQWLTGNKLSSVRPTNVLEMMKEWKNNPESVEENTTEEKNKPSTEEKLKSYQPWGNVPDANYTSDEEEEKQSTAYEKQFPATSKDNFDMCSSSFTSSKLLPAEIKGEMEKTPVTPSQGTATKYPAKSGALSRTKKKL
OX1R FRET antag: antagonists of human orexin 1 receptor (OX1R); inhibition, % at 6.6 µM; OX1R-expressing cells, FRET antagonist read-out; AID 485270; 330,000 compounds, 1.8% hits; O43613; in the data active = inhibition mostly above about 38%, no sharp cut-off; inactive = mostly below about 40%;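 also: 0% = agonist challenge alone and 100% = reference antagonist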
Target sequence (O43613 whole entry, looked up): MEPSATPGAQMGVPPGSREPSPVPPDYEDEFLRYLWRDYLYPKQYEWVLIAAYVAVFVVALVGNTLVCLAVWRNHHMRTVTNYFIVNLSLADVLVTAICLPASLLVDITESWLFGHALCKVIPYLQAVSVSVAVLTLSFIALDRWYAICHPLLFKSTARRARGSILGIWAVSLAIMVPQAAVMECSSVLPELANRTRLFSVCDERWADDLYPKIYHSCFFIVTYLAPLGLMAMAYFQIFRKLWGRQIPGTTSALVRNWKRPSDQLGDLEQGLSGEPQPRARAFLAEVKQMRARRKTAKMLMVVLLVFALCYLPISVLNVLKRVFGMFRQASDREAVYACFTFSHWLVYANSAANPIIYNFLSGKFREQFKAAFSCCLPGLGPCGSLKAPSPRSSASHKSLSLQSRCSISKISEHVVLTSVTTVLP
Active calls of the source: *; / = no result given.

SMILES	STK33 kinase inh	OX1R FRET antag
C=CCn1c(O)c(C(C)=Nc2ccc(C(=O)O)cc2)c(=O)[nH]c1=O	-1.9	0
CN(C)P(=O)(CCl)Nc1ccccc1 (stereo not drawn)	-2.6	4
CC(C)CCNC(=O)c1c(N)n(Cc2ccc3c(c2)OCO3)c2nc3ccccc3nc12	-1.2	0
CC1=CC(=O)NP(=O)(Oc2ccc3ccccc3c2)N1 (stereo not drawn)	-0.7	21
COc1ccc(-n2c(/C=C/c3ccc(O)cc3)nc3ccccc3c2=O)cc1	1.4	28
Cc1ccccc1NC1=NCCCS1	-1.3	-12
CCOP(=O)(OCC)c1cccc(O)c1	-1.2	6
O=S(=O)(NC1CCCCC1)OCC(Cl)(Cl)Cl	-0.5	4
Cc1nc2nc(C)c(CCC(=O)N3CCC4(CC3)OCCO4)c(C)n2n1	7.0	3
Cc1cccc(-c2nc3ccc(C(=O)N4CCC5(CC4)OCCO5)cc3nc2-c2cccc(C)c2)c1	-0.9	13

Part of the list above, with values under each structure.
Each structure is followed by: STK33 kinase inh | OX1R FRET antag
- CC1=CC(=O)NP(=O)(Oc2ccc3ccccc3c2)N1 (stereo not drawn)
    -0.7 | 21
- COc1ccc(-n2c(/C=C/c3ccc(O)cc3)nc3ccccc3c2=O)cc1
    1.4 | 28
- Cc1ccccc1NC1=NCCCS1
    -1.3 | -12
- CCOP(=O)(OCC)c1cccc(O)c1
    -1.2 | 6

(more compounds)
SMILES	STK33 kinase inh	OX1R FRET antag
Cc1c(N=Nc2c(O)[nH]c(=S)[nH]c2=O)c(=O)n(-c2ccccc2)n1C	-1.2	77*
O=[N+]([O-])c1cc(F)c(N2CCCC2)cc1Br	-0.1	26
Cc1ccc(-c2nc3ccccc3c(=O)n2-c2cccnc2)cc1	5.3	17
CN1C(=O)N(C)C(=O)C2(Cc3c(nc4ccccn4c3=O)N3CCc4ccccc4C32)C1=O (stereo not drawn)	/	6
O=P1(Oc2ccccc2)C[C@@H](O)[C@@H](O)[C@H](COCc2ccccc2)O1 (stereo partly drawn)	0.8	31
CCOC(=O)c1c(C)n(Cc2ccc(F)cc2)c2ccc(O)cc12	-1.1	7
Cc1ccc2c(c1)[C@@H]1CN(C)CC[C@@H]1N2C(=O)Nc1cccc(C(F)(F)F)c1	-0.2	9
CCCC(=O)c1cc(CP(=O)(OCC)OCC)oc1C	-0.6	18
Cc1occc1C(=O)N1CCC2(CC1)OCCO2	-2.8	11
COc1ccccc1NC1(C#N)CCCCC1	-0.5	5
CCOc1ccc(-c2cc(C)[n+](CCc3ccc(OC)c(OC)c3)c(-c3ccc(OCC)cc3)c2)cc1	0.0	/
CN1C(=O)C(=Cc2ccc(N3CCCCCC3)o2)C(=O)N(C)C1=S	-1.9	7
N[C@@H](Cc1c[nH]c2ccccc12)c1nnc(SCc2c(F)cccc2Cl)o1	0.3	37
COc1ccc2c3c1OC1[C@H](O)CCC4[C@@H](C2)N(C)CC[C@]314 (stereo partly drawn)	/	6
COc1ccc2c(c1)c(C(=O)CN1CCC3(CC1)OCCO3)c(C)n2Cc1ccccc1	-0.4	2
c1ccc(C2NCc3ccccc3-n3cccc32)cc1 (stereo not drawn)	0.6	7
CCc1ccc(CNCCc2ccccc2F)cc1	-0.3	5
C/C(CCc1c[nH]c2ccccc12)=N\O	-1.0	1
COc1ccccc1N1C(=O)NC(=O)C2(Cc3cc(C)ccc3N(C)C2)C1=O (stereo not drawn)	-0.4	13
CNP(=O)(Oc1ccccc1)OC12CC3CC(CC(C3)C1)C2 (stereo not drawn)	-2.2	26

19 of the compounds above, as comma-separated lines.
compound,STK33 kinase inh,OX1R FRET antag
O=[N+]([O-])c1cc(F)c(N2CCCC2)cc1Br,-0.1,26
Cc1ccc(-c2nc3ccccc3c(=O)n2-c2cccnc2)cc1,5.3,17
CN1C(=O)N(C)C(=O)C2(Cc3c(nc4ccccn4c3=O)N3CCc4ccccc4C32)C1=O (stereo not drawn),/,6
O=P1(Oc2ccccc2)C[C@@H](O)[C@@H](O)[C@H](COCc2ccccc2)O1 (stereo partly drawn),0.8,31
CCOC(=O)c1c(C)n(Cc2ccc(F)cc2)c2ccc(O)cc12,-1.1,7
Cc1ccc2c(c1)[C@@H]1CN(C)CC[C@@H]1N2C(=O)Nc1cccc(C(F)(F)F)c1,-0.2,9
CCCC(=O)c1cc(CP(=O)(OCC)OCC)oc1C,-0.6,18
Cc1occc1C(=O)N1CCC2(CC1)OCCO2,-2.8,11
COc1ccccc1NC1(C#N)CCCCC1,-0.5,5
CCOc1ccc(-c2cc(C)[n+](CCc3ccc(OC)c(OC)c3)c(-c3ccc(OCC)cc3)c2)cc1,0.0,/
CN1C(=O)C(=Cc2ccc(N3CCCCCC3)o2)C(=O)N(C)C1=S,-1.9,7
N[C@@H](Cc1c[nH]c2ccccc12)c1nnc(SCc2c(F)cccc2Cl)o1,0.3,37
COc1ccc2c3c1OC1[C@H](O)CCC4[C@@H](C2)N(C)CC[C@]314 (stereo partly drawn),/,6
COc1ccc2c(c1)c(C(=O)CN1CCC3(CC1)OCCO3)c(C)n2Cc1ccccc1,-0.4,2
c1ccc(C2NCc3ccccc3-n3cccc32)cc1 (stereo not drawn),0.6,7
CCc1ccc(CNCCc2ccccc2F)cc1,-0.3,5
C/C(CCc1c[nH]c2ccccc12)=N\O,-1.0,1
COc1ccccc1N1C(=O)NC(=O)C2(Cc3cc(C)ccc3N(C)C2)C1=O (stereo not drawn),-0.4,13
CNP(=O)(Oc1ccccc1)OC12CC3CC(CC(C3)C1)C2 (stereo not drawn),-2.2,26

Later entries:
SMILES	STK33 kinase inh	OX1R FRET antag
CSc1ccc(C(=O)C2CCCN(Cc3cnc(SC)nc3)C2)cc1 (stereo not drawn)	-0.9	12
O=C1NC(=O)N(c2ccccc2F)C(=O)/C1=C/c1ccc(Sc2nc3ccccc3[nH]2)o1	5.2	17
COc1ccccc1N1CCN(Cc2ccc(Cl)cc2Cl)CC1	-1.8	2
CCCCCCCCCCCCCCCC[N+](C)(C)C	6.3	9
Cc1nc2ccccc2c(=O)n1-c1ccc(C(=O)O)cc1	-1.0	3
CCn1cc(/C=c2/sc3n(c2=O)C2c4ccccc4OC(C)(N=3)C2C(=O)OC)c(C)n1 (stereo not drawn)	-0.5	6
O=c1[nH]c(=O)n(-c2cccc(F)c2)c(O)c1/C=C1\C=Nc2ccccc21	0.4	6
CCn1ccnc1CN1CCCC(C(=O)c2cc(Cl)ccc2OC)C1 (stereo not drawn)	0.4	11
COc1ccc(CC2c3cc(OC)c(OC)cc3CCN2C)cc1OC (stereo not drawn)	-0.8	11
CCOC(=O)c1c(C)n(Cc2ccco2)c2ccc(O)cc12	-0.6	13
O=C(C1CCC(=O)N1C1CCCCC1)N1CCC2(CC1)OCCO2 (stereo not drawn)	-0.9	1
CCOc1ccc2c(c1)c(C(C)=O)c(C)n2Cc1ccco1	0.1	12
Cc1noc(C)c1C(=O)N1CCC2(CC1)OCCO2	-0.6	7
C=CCn1c(O)c(C(CC)=Nc2cccc(C(F)(F)F)c2)c(=O)[nH]c1=O	-1.5	0
O=C(CF)NC(Nc1cccc2cccnc12)C(Cl)(Cl)Cl (stereo not drawn)	-1.0	37
CSc1ccc(CN2CCN(C(=O)Cc3ccccc3)CC2)cc1	1.5	6
CC(CN1CCOCC1)OC(=O)Cc1ccccc1 (stereo not drawn)	0.4	22
C=C(C)[C@@]12OC3(c4ccccc4)O[C@@H]1C1[C@@H]4O[C@]4(CO)[C@@H](O)[C@]4(O)C(=O)C(C)=C[C@H]4[C@@]1(O3)[C@H](C)[C@H]2OC(=O)/C=C/C=C/c1ccccc1 (stereo partly drawn)	-0.5	24
CC[C@H]1CN(C)CCc2c([nH]c3ccccc23)C(=O)C[C@@H]1/C(=C\OC)C(=O)OC	1.2	14
Cc1ccc(-c2cc(-c3ccc(C)cc3)[n+](C)o2)cc1	-1.3	13
CC(=O)C1C2c3ccccc3OC1(C)N=c1s/c(=C/c3cn(C)nc3C)c(=O)n12 (stereo not drawn)	-3.3	29
Cc1ccc2c(c1)C1CN(C)CCC1N2C(=S)Nc1cccnc1 (stereo not drawn)	-3.1	13
O=Cc1cn(Cc2ccc(F)cc2)c2ccccc12	/	22
CC(=O)c1ccc2c(c1)C1C(Cl)C(Sc3ccccc3[N+](=O)[O-])CC1C(C(=O)O)N2 (stereo not drawn)	3.0	5
O=c1[nH]c(=O)n(Cc2ccc(F)cc2)c(O)c1/C=N/Nc1ccccc1	-1.0	5
O=C1OC(c2ccc(Cl)cc2)=N/C1=C\N1CC2CC(C1)c1cccc(=O)n1C2 (stereo not drawn)	-0.5	12
Cc1[nH]c2ccccc2c1C(=O)CN1CC=C(c2ccccc2)CC1	-1.5	20
O=C(/C=C/c1ccc(Br)cc1)NC(=S)N1C[C@H]2C[C@H](C1)c1cccc(=O)n1C2	-0.9	17
FC(F)(F)c1ccc(CNCCc2c[nH]c3ccccc23)cc1	0.2	2
COc1ccc(NC2=NCC(C)S2)cc1 (stereo not drawn)	-1.1	9
O=P(N1CCCCC1)(N1CCCCC1)C(Cl)(Cl)Cl	-0.5	16
CCC(C)C12CN3CCN(CC(C)(C3)C1O)C2 (stereo not drawn)	-0.8	20
C=CCC1C(=O)NC(=S)NC1=O	-0.5	5
CCOC(=O)Cn1cc(C=C2C(=O)N(C)C(=O)N(C)C2=O)c2ccccc21	-1.0	-4
COc1c(C)cc(C(=O)C2CCCN(Cc3ccccn3)C2)cc1C (stereo not drawn)	-1.2	31
CCC(=NCCc1c[nH]c2ccccc12)c1c(O)n(-c2ccc(C)cc2)c(=O)[nH]c1=O	-1.9	7
C[C@]12C[C@@H](O)[C@H](O)CC1=CCC1C2CC[C@]2(C)C(=O)CCC12 (stereo partly drawn)	-0.3	6
COCCNC(=O)Cn1cc(C(=O)c2ccccc2F)c2ccccc21	-1.3	0
COC(=O)C1=C(c2ccc(S(C)(=O)=O)cc2)C[C@@H]2CC[C@H]1N2C(=O)NCCO	-1.0	14
O=C(COc1ccccc1)Nc1ccc(Cl)cc1C(=O)c1ccccc1	-1.1	10
CCC1(CC)C(=O)N(Cc2ccccc2)C(=O)N(Cc2ccccc2)C1=O	0.1	15
O=P(O)(O)Oc1ccccc1P(=O)(c1ccccc1)c1ccccc1	-1.3	4
CC(C)C/C(=N/O)c1cn(C)c2ccccc12	-1.2	17
CCCOc1ccc(C(=O)NC(=S)N2C[C@H]3C[C@H](C2)c2cccc(=O)n2C3)cc1	0.7	3
O=C1C2CCN(CC2)C1Cc1ccc(OCc2ccccc2)cc1 (stereo not drawn)	0.0	28
COc1ccc(S(=O)(=O)NC(CC(=O)N2CCC3(CC2)OCCO3)C(C)C)cc1 (stereo not drawn)	-1.9	12
CC1=CC2/C=C(\C)CCC(O)C(O)/C=C/C(=O)C23C(=O)NC(CC(C)C)C3C1C (stereo not drawn)	2.6	0
O=C1C=C2C=C[C@@H]3CC2(O1)[C@H]1CCCCN31	-0.9	10
CC1(C(=O)O)CCCC2(C)c3cc(O)ccc3CCC12 (stereo not drawn)	-0.3	9
O=C1NC(=O)C2(Cc3cc([N+](=O)[O-])ccc3N3CCN(C(=O)c4ccccc4)CC32)C(=O)N1 (stereo not drawn)	-0.4	14
(further entries)
SMILES	STK33 kinase inh	OX1R FRET antag
CC(C)Oc1cccc(NC(=O)c2cccn(Cc3ccc4c(c3)OC(F)(F)O4)c2=O)c1	-1.3	12
CN(C)c1ccc(CCN2CCOCC2)cc1	-0.4	5
CN(Cc1ccccc1)C(=C(Cl)Cl)/C(=C1/NCCN1Cc1ccc(Cl)nc1)[N+](=O)[O-]	-0.4	12
COc1nc(C)nc(NC(=O)NS(=O)(=O)c2ccccc2Cl)n1	-3.2	8
O=P(Nc1cccnc1)(Oc1ccccc1)Oc1ccccc1	1.4	13
CCCCSC1=NN1c1nc(N)nc(C)c1CC	-0.6	11
c1ccc2c(c1)Sc1ccccc1N2CC1CN2CCC1CC2 (stereo not drawn)	-0.2	14
CC(=O)Nc1ccc(OC(=O)N(C)c2ccc(C)cc2)cc1	-1.4	15
CCCC(CCC)C(=O)OC[N+](C)(C)CCOC(=O)C(O)(c1ccccc1)C1CCCC1 (stereo not drawn)	0.4	13
CC1CCSP(=O)(Oc2ccccc2)O1 (stereo not drawn)	-1.3	5
O=C1NC(=O)N(Cc2ccc(F)cc2)C(=O)/C1=C\C=C\c1ccco1	2.0	3

A portion of the library; the hit share may differ from the screen's.
